# GLP1R inv ag = inverse agonists of human GLP-1 receptor; HEK293 GLP-1R CRE-luciferase, luminescence, 24 h; GLP-1R form is constitutively active; Potency, µM (series often up to 38.3 µM), for the others: top-dose activity change, negative = inhibition, usual class: inhibitors; 1.6% of 410,000 active; also: potency is read from the fitted curve at half-maximal effect; % is scaled to controls: 0 for no effect and ±100 for the full control effect; nearly all actives have a fitted effect of over 55% in size
# Target sequence (P43220 whole entry, looked up): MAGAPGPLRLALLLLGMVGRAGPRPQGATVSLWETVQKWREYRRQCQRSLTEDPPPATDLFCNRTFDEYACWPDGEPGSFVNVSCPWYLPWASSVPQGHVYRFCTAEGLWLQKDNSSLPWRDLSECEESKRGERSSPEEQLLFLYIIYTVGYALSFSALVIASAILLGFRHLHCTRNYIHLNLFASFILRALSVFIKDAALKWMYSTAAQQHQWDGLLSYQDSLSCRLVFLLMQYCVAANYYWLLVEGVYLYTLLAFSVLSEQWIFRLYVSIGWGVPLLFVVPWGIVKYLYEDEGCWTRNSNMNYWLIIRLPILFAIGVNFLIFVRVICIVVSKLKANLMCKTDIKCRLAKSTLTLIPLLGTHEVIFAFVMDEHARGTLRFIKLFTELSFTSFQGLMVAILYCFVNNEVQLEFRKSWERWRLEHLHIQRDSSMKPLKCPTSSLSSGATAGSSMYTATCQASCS
#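 Using stably transfected HEK293 (constitutively active GLP-1R, cAMP-luciferase reporter), compounds were incubated 24 hr and luciferase measured by luminescence.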
# pAkt inh = Akt phosphorylation inhibition; Neuro2A IGF-stimulated pAkt S473 HTRF, 20 min; hits give low values; activity change, % for hits at 50 µM; 0.32% of 360,000 active; in the data active = activity change below about -80%; inconclusive = mostly about -51% to -80%; also: % is scaled to controls: 0 for no effect and ±100 for the full control effect
#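 Neuro2A cells (4,500/well, DMEM with 0.5% FBS) were treated with compound at a single 50 µM final concentration, stimulated with 6 nM IGF for 20 min at 37 °C, and lysed. Phospho-Akt Ser473 was read by HTRF as 665/615 ratio ×10^4.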
# TDP-43 yeast inh = inhibitors of TDP-43 toxicity in yeast. TDP-43 expressing yeast growth rescue, BacTiter-Glo, 24 h. Potency, µM (top dose mostly 46.1 µM), for inactives: at the highest dose growth rescue (activation), actives largely listed as activators. 1.8% of 410,000 active. AID 652104; also: potency is read from the fitted curve at half-maximal effect; % of control where 0% means no effect; nearly all actives have a fitted effect of over 50% in size
#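 Growth rescue of TDP-43-toxic yeast measured as ATP luminescence (BacTiter-Glo). Cells grown to mid-log in raffinose, induced in galactose at OD600=0.02, exposed to compound 24 hr at 30 deg C.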
# FUS yeast rescue = FUS proteinopathy suppression in yeast | 0.24% of 390,000 active | AID 1347120 | Potency, µM (series often up to 76.6 µM), inactives show top-dose growth rescue (activation), hits mostly activators | S. cerevisiae FUS-expressing, growth rescue, OD600, 24 h;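 also: potency is read from the fitted curve at half-maximal effect; plate controls were DMSO vehicle for no effect and reference control for full effect; nearly all actives have a fitted effect of over 55% in size; some results filed as inactive show a strong effect at the top dose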
#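 Read-out: OD at 600 nm after 24hr at 30C, reporting rescue of FUS-induced yeast toxicity. Cells at OD 0.005 in galactose (2%) minimal medium; compounds tested in a dilution series; CP55940 titration from 92uM final as control.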
# Abeta rescue = compounds reversing amyloid beta toxicity in yeast; Potency, µM (highest dose often 46.1 µM), for inactives: top-dose growth rescue, usual class: activators; 0.063% of 410,000 active; yeast expressing A-beta42, growth rescue, OD600, 48 h; response scale: 0% DMSO, 100% iron-clioquinol control; also: potency is read from the fitted curve at half-maximal effect; nearly all actives have a fitted effect of over 55% in size
#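 Yeast growth medium received pinned compounds, then yeast cells expressing toxic A-beta were added; plates incubated at 30 C for 48 hr. Growth read as absorbance at 600 nm, normalized to DMSO and equimolar FeCl3 plus clioquinol controls.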
# Mm-Cpn inhibitor = inhibitors of Methanococcus maripaludis chaperonin (MmCpn); purified Mm-Cpn ATPase, ADP Transcreener TR-FRET; Potency, µM (top dose mostly 76.9 µM), inactives show at the highest dose activity, negative = inhibition, usual class: inhibitors; 0.031% of 330,000 active; AID 504842; also: potency is read from the fitted curve at half-maximal effect; % is scaled to controls: 0 for no effect and ±100 for the full control effect; nearly all actives have a fitted effect of over 80% in size
#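 Compound-treated chaperonin, 25 nM final, turns over 10 uM ATP at 37°C for 30 min following a 10 min preincubation; ADP generated competes with ADP-d2 for Eu-cryptate antibody, lowering FRET.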
# GLP1R cytotox = cytotoxic in the GLP-1 receptor inverse agonist counter-screen; HEK293 cAMP-luciferase reporter cells, luminescence, 24 h; Potency, µM (titrated, usually from 38.3 µM), for the others: at the top dose activity change, negative = inhibition, actives largely listed as inhibitors; 0.13% of 410,000 active;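 also: loss of luciferase light is scored as toxicity; potency is read from the fitted curve at half-maximal effect; % is scaled to controls: 0 for no effect and ±100 for the full control effect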
#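 Cells in DMEM/10% Nu serum/1% pen-strep, 1536-well format. Pre-incubated 12 h, dosed with 23 nL compound, incubated a further 24 h. Luciferase detection, 12 min at room temp, luminescence.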
# PTHR1 agonist = PTHR1 (human) receptor agonism. HEK293 GP2 PTHR1 cells, GloSensor cAMP luminescence, 1 h. Potency, µM (top dose mostly 115 µM), for the others: top-dose activation, most hits filed as activators. 0.075% of 410,000 active. AID 743266; also: potency is read from the fitted curve at half-maximal effect; nearly all actives have a fitted effect of over 55% in size; some results filed as inactive show a strong effect at the top dose; inactives centre near -15; many of its hits are not listed in these tables
# Target sequence (Q03431 whole entry, looked up): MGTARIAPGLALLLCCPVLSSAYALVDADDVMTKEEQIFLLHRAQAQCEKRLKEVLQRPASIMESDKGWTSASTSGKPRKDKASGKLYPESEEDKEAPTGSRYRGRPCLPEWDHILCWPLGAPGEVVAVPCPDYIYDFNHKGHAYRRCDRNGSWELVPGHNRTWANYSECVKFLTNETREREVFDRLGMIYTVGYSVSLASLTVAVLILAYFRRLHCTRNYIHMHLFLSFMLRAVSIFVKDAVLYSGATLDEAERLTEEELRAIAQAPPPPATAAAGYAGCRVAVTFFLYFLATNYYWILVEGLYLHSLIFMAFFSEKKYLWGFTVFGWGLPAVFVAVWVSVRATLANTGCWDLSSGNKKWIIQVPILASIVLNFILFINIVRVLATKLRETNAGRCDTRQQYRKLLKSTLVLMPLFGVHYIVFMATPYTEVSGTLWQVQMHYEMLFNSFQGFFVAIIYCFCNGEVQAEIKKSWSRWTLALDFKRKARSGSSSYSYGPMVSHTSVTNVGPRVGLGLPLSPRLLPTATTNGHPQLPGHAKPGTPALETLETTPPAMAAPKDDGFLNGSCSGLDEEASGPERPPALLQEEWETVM
#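 HEK-293-derived GP2 cells expressing PTHR1 and a GloSensor cAMP reporter, 3,000/well, plated overnight, given luciferin plus IBMX (each 0.5 mM as added) for 1 h at 37 °C, then compound for 1 h at 37 °C. Luminescence was read after 15 min at room temperature.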
# aSyn rescue = rescues yeast growth from alpha-synuclein toxicity | Yeast expressing alpha-synuclein, growth rescue, BacTiter-Glo, 24 h | Potency, µM (top dose mostly 46.1 µM), for the others: top-dose growth rescue (activation), most hits filed as activators | 0.14% of 370,000 active | AID 652106; also: potency is read from the fitted curve at half-maximal effect; % of control where 0% means no effect; nearly all actives have a fitted effect of over 65% in size
#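 Rescue of yeast growth: cells expressing toxic alpha-synuclein, induced in galactose at OD600 0.02, incubated with compound 24 h at 30 C. ATP luminescence quantified growth; inhibitors of toxicity appear as activators.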
# An asterisk follows results filed as active; i = inactive; ? = inconclusive; . = not tested or not shown; & = joins results of further samples; [ ] = remark or other dose. Unless noted, calls follow the shape of the dose curve; as a rule, active = well fitted curve in the direction sought with a large enough effect; inconclusive = small, poorly fitted or top-dose-only effect, or another doubt; inactive = no such curve, though single readings can be large; an effect the other way counts as inactive or inconclusive.
smiles | GLP1R inv ag | pAkt inh | TDP-43 yeast inh | FUS yeast rescue | Abeta rescue | Mm-Cpn inhibitor | GLP1R cytotox | PTHR1 agonist | aSyn rescue
O=C(Nc1ccccc1)N(Cc1ccc2c(c1)OCO2)C1CCN(Cc2ccccc2)CC1 | ? | . | 1.0% | 2.5% | 5.7% | . | 0.0% | -24.9% | .
C[C@]12CCC3C(CC[C@@H]4[C@H]5O[C@H]5CC[C@]34C)C1CC[C@@H]2O (stereo partly specified) | 0.2% | i | ? | 7.8% | -27.1% | . | -1.5% | -7.4% | 4.3%
O=C(c1ccc2c(c1)OCO2)C1CCCN(Cc2c(F)cccc2Cl)C1 (stereo unspecified) | ? | i | -0.1% | 13.0% | -8.6% | -1.9% | 5.8% | -1.4% | 19.9%
COC(=O)C1=C(c2ccc(OC)c(OC)c2)C[C@@H]2CC[C@H]1N2C(=O)NCCCOC(C)C | 8.9% | i | 6.3% | -10.7% | 2.4% | -1.4% | 2.2% | i | -4.1%
N#Cc1ccc(C(=O)N2Cc3cnnn3-c3ccccc3C2C#N)cc1 (stereo unspecified) | 7.1% | i | 8.7% | -15.6% | -17.3% | . | 0.4% | -1.3% | -1.7%
COc1cc(CCN)ccc1O | 13.0% | i | 0.0% | -36.7% | -3.3% | -0.1% | -5.5% | i | -1.9%
O=c1c2ccccc2nc(-c2ccccc2F)n1-c1ccccc1 | ? | i | 5.4% | -5.6% | -12.7% | -0.4% | -12.6% | i | -7.5%
CCCOP(=O)(O)c1c([N+](=O)[O-])cc(C(F)(F)F)cc1[N+](=O)[O-] (tested in a mixture with another compound) | 9.2% | i | 3.4% | -18.3% | 7.8% | 1.3% | -5.7% | -19.7%[57.5 µM] | -5.4%
C(=NC1CCCCC1)c1c[nH]c2ccccc12 | 12.8% | i | 17.2% | -8.2% | -19.8% | . | 7.9% | i | -9.1%
CCOC(=O)C1(c2ccccc2)CCN(CCC(=O)Nc2ccc(OC)cc2)CC1 | ? | i | 12.4% | -30.6% | 7.9% | . | -21.9% | -17.0% | 5.7%
CCOc1ccc(N=C2SCCCN2C)cc1 | -21.2% | i | -3.6% | 0.7% | -0.2% | 0.2% | 1.1% | -7.7% | -0.6%
CC12Cc3cn[nH]c3C=C1CCC1C2CCC2(C)C1CCC2(C)O (stereo unspecified) | 4.5% | i | 28.8% | 20.6% | -38.0%[inhibitor] | . | -5.4% | -17.8% | 8.4%
CC(C)CCn1c(=O)c(C(=O)Nc2ccccc2S(N)(=O)=O)c(O)c2ccccc21 | -28.8% | i | 23.4% | . | -3.0% | 0.4% | -26.2% | -26.9% | -5.7%
C/C=C(\C)C(=O)N[C@@H](c1ccccc1)[C@@H](O)C(=O)O[C@H]1C[C@@]2(O)[C@@H](OC(=O)c3ccccc3)C3[C@](C)(C(=O)[C@H](OC(C)=O)C(=C1C)C2(C)C)[C@@H](O)C[C@H]1OC[C@@]31OC(C)=O (stereo partly specified) | -61.3% | i | 10.2% | ? | -4.6% | -1.0% | -35.4% | -17.9% | -0.8%
COC(=O)[C@@]12C[C@@H](CC(=O)NCc3cccc(C(F)(F)F)c3)C(=O)N(Cc3ccco3)C1=CCC(C)(C)C2 | ? | i | 6.0% | 44.6% | 7.5% | . | -13.9% | -20.5% | ?
CCC(=O)c1ccc(OC)c(OC)c1 | 61.6%[activator] | i | 11.1% | -22.3% | -11.5% | -4.1% | -10.9% | 16.3% | 0.8%
Cc1ccc(-n2nnnc2SCC(=O)Nc2sc(C)c(C)c2C#N)cc1C | -6.4% | i | 0.7% | 2.3% | 8.1% | -0.7% | -4.2% | -18.5%[57.5 µM] | ?
Cc1ccsc1C(=O)C1CCCN(Cc2c(C)nn(C(C)C)c2C)C1 (stereo unspecified) | ? | i | -14.0%[9.22 µM] | 28.8% | -5.4% | 0.7% | 2.1% | i | -0.8%
COc1ccc(-n2c(SCC(=O)c3c(N)n(C)c(=O)n(C)c3=O)nc3ccccc32)cc1 | 24.3% | i | 4.5% | -10.5% | 13.4% | 1.3% | 9.0% | i | -3.2%
COc1ccc(C=O)cc1 | 22.2% | i | 0.0% | -32.7% | -21.2% | -1.3% | 5.5% | ? | -4.9%
COc1cc(C)cc2oc(=O)c(CC(=O)N3C[C@H]4C[C@@H](C3)c3cccc(=O)n3C4)c(C)c12 | -31.5% | i | 6.0% | -1.3% | 5.9% | -1.7% | 2.1% | i | 2.6%
COc1cc(/C=C2\SC(=S)N(Nc3ncc(C(F)(F)F)cc3Cl)C2=O)ccc1O | 10µM* | i | 6.5% | 8.2% | 1.0% | -5.0% | ? | -29.7% | -18.3%
O=C1NC(c2cccnc2)Nc2sc3c(c21)CCCC3 (stereo unspecified) | 1.7% | i | ? | 30.6% | 10.2% | 0.3% | -11.1% | -28.2% | 15.6%
O=C(CCl)Nc1sccc1C(=O)c1ccccc1 | ? | i | 21.9% | 23.5% | -13.1% | . | -4.9% | -12.9% | 9.1%
Cc1ccc(-n2c(CNCc3ccc(F)cc3)nc3ccccc3c2=O)cc1 | -28.2% | i | 3.3% | 3.6% | 17.1% | -3.0% | -19.5% | -59.9%[inhibitor] | 1.7%
O=NN(CCCl)C(=O)NCCCl | 2.7% | i | 0.0% | -31.7% | -30.3%[inhibitor] | -3.6% | -2.2% | i | -33.6%&-3.7%[inhibitor]
Cc1ccc2c(c1)N(C(=O)CCC(=O)N1CCC3(CC1)OCCO3)CCO2 | -6.6% | i | 12.1% | -8.5% | 4.5% | 4.2% | -42.2% | -1.9% | -2.8%
O=C1NC(=O)C(CCc2ccncc2)(CCc2ccncc2)C(=O)N1Cc1ccccc1 | 28.1% | i | 4.3% | 9.7% | -11.3% | -1.1% | -0.5% | -39.9%[inhibitor] | -2.0%
ClCCNc1nc2ccc(Cl)cc2[nH]1 | 1.3% | i | 0.0% | 31.3% | 9.3% | 0.6% | 1.7% | -32.0% | -0.4%
CCCCn1c(O)c(C(=O)/C=C/c2ccc3c(c2)OCO3)c(=O)[nH]c1=O | ? | i | -40.1% | 1.4% | ? | -0.5% | ? | -84.3%[inhibitor] | 0.6%
O=C(N/N=C/c1c(O)n(Cc2ccccc2)c(=O)[nH]c1=O)c1ccccc1O | -12.3% | i | 16.5% | . | -11.1% | -0.6% | -12.7% | i | 0.9%
COc1ccc2c(c1)C(c1ccc(N(CCCl)CCCl)cc1)=NCC2 | 10µM* | i | -34.6%[inhibitor] | 13.3% | -40.9%[inhibitor] | . | -29.6% | i | -5.8%
CCC1(c2ccc(F)cc2)NC(=O)N(CC(=O)Nc2ccc(-c3nc4ccc(C)cc4s3)cc2)C1=O (stereo unspecified) | ? | i | 18.2% | 29.8% | -6.0% | ? | ? | -0.5% | 5.1%
Cc1cccc(N(C)S(=O)(=O)c2cc(-c3cnc(C4CC4)o3)ccc2C)c1 | 4.1% | . | -7.4% | ? | -18.4% | . | -1.4% | -56.1%[inhibitor] | .
Cc1cccc(-c2nnn3c2nc(NCCc2ccc(S(N)(=O)=O)cc2)c2ccccc23)c1 | 4.4%&4.7% | i | 3.9%&1.7% | -15.0% | -6.7%&2.0% | -16.4% | -10.7%&32.9% | -0.9%&4.9% | -2.5%
C=Cn1ccnc1P(=S)(c1nccn1C=C)c1nccn1C=C | 0.0% | i | -3.7% | 6.7% | -0.8% | -0.4% | -0.7% | -46.6%[inhibitor] | -13.3%
Cc1ccc(NC(=O)COc2ccc(-n3ccnc3)cc2)cc1Cl | 0.0% | i | -4.8% | . | 2.4% | 1.4% | -8.5% | -34.5%[inhibitor] | 7.2%
Cc1ccc([C@H]2C[C@@H](O)[C@H](n3cc(COC(=O)c4ccccc4)nn3)CN2CC2CCCCC2)cc1 | 3.5% | i | ? | -20.2% | 7.4% | . | 12.6% | -26.0% | 6.5%
COc1ccc(Cn2c(O)c(C=NCCCn3ccnc3)c(=O)[nH]c2=O)cc1 | -7.7% | i | -40.4%[inhibitor] | ? | 7.4% | 3.7% | -11.2% | -5.4%[57.5 µM] | -3.0%
Cc1cc(C)nc(N2Cc3ccccc3C2=N)n1 | -19.4% | i | 12.7% | -17.4% | -5.6% | ? | -6.4% | -1.4% | 0.3%
COC(=O)c1c2[n+](cc3cc(OC)c(OC)cc13)CCc1cc(OC)c(OC)cc1-2 | 2.3% | i | -1.8% | 15.8% | 2.9% | . | 4.4% | -4.3% | -7.7%
Cn1cccc1/C=C1\C(=O)NC(=O)N(Cc2ccco2)C1=O | 16.3% | i | 16.6% | 23.4% | 19.2% | 1.8% | -16.1% | -15.4% | -0.8%
CC(=NCCCO)c1c(O)[nH]c(=O)[nH]c1=O | 15.1% | i | -6.7% | 7.8% | 10.4% | 0.6% | 5.4% | i | 0.1%
C[C@]12CC[C@@H](O)C[C@@H]1CC[C@@H]1[C@@H]2CC[C@]2(C)C(=O)[C@H](O)C[C@@H]12 | 6.3% | i | 17.7% | -38.7% | 5.9% | . | -6.0% | -6.4% | 14.3%
O=C(CCl)Nc1cc(SCC(O)CO)cc([N+](=O)[O-])c1 (stereo unspecified) | ? | i | 2.7% | 11.9% | -7.3% | -1.6% | 3.98µM* | -45.7%[inhibitor] | -10.5%
CC(N)Cc1cn(Cc2ccccc2)c2ccccc12 (stereo unspecified) | ? | i | -5.2% | 26.7% | 14.9% | 0.2% | ? | -22.9% | 0.0%
c1csc(-c2nnc(Cc3cccc4ccccc34)o2)c1 | 0.0% | i | ? | 30.3% | -4.8% | 0.8% | 4.0% | i | 14.6%

# Bioassay records deposited in PubChem BioAssay by National Center for Advancing Translational Sciences (NCATS).

# Some of the compounds tested; count on the stated rates, not on these rows.
